TCR activator = activates T cell receptor signaling | AID 504894 | Potency, µM (titrated, usually from 9.22 µM), for inactives: top-dose activation of IL-2 secretion, most hits filed as activators | 330,000 tested, under 10 active | primary human leukocytes, anti-CD3, IL-2 HTRF, 48 h; also: % of control where 0% means no effect
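Human primary leukocytes + a-CD3 beads + cpd, 48 hr; IL-2 in supernatant by HTRF (ex 320nm / em 665nm). No co-stimulatory signal supplied.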
Eya2 inh = inhibitors of human Eya2 phosphatase activity. O00167. recombinant Eya2, OMFP fluorescence dephosphorylation (OMFP is methylfluorescein phosphate). Potency, µM (doses to about 76.9 µM), without a hit: at the highest dose activity, negative = inhibition, most hits filed as inhibitors. hit rate 0.006% among 330,000; also: potency is read from the fitted curve at half-maximal effect; % is scaled to controls: 0 for no effect and ±100 for the full control effect
Target sequence (O00167 whole entry, looked up): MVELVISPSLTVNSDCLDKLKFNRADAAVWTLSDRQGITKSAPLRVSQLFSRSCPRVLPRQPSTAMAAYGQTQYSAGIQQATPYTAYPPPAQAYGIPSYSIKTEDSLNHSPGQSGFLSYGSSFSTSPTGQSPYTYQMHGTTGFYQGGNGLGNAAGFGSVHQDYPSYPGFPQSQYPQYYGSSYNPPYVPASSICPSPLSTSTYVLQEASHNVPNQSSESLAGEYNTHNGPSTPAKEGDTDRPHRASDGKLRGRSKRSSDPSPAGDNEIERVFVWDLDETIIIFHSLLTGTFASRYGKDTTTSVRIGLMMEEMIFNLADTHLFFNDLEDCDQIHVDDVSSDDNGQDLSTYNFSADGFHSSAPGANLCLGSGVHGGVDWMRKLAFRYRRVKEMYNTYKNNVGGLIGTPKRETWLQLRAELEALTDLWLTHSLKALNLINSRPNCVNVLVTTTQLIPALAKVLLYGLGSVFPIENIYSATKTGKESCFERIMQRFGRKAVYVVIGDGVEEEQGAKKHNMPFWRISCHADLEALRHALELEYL
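Eya2 protein (added as 0.2 uM solution) was preincubated with compound for 10 min at ambient temperature in 50 mM HEPES pH 7.5, 50 mM NaCl, 5 uM MgCl2, 0.05% BSA, 1 mM DTT. OMFP (added at 50 uM) then reacted 10 min; fluorescence read at 485/525 nm.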
uPA surface inh = inhibitors of cell surface uPA generation | AID 540303 | Potency, µM (doses to about 38.3 µM), for the others: at the top dose activity change, negative = inhibition, actives largely listed as inhibitors | cell surface uPA generation assay, qHTS | hit rate 0.31% among 330,000; active = well fitted inhibition curve with a large enough effect; inconclusive = small, poorly fitted or top-dose-only effect; inactive = no such curve, though single readings can be large or run the other way; tested in mouse RAW 264.7 cells; also: potency is read from the fitted curve at half-maximal effect; % is scaled to controls: 0 for no effect and ±100 for the full control effect; nearly all actives have a fitted effect of over 55% in size
BCR signal inh = inhibitors of chronic active B-cell receptor signaling. ABC-DLBCL IkBa-CBG/CBR reporter, luminescence ratio, 4 h. Potency, µM (highest dose often 46.1 µM), for the others: top-dose ratio change, negative = lower green/red ratio, actives largely listed as inhibitors. hit rate 0.05% among 340,000. AID 493014; active = well fitted inhibition curve with a large enough effect in the signal ratio, with a control signal flat, not every such curve was filed as active; inconclusive = small, poorly fitted or top-dose-only effect, or effect the other way, or a change in a side signal; the % refers to the signal ratio;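 also: potency is read from the fitted curve at half-maximal effect; plate controls were basal doxycycline-induced cells for no effect and cells given 10 µM MG132 for full effect; MG132 reads +100%, hits lower the ratio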
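Doxycycline induced both beetle luciferases in TMD8 lymphoma cells; IKK-driven degradation limits the IkappaBalpha-fused green signal, while red luminescence normalises for cell number and nonspecific effects. Compounds tested up to 46 uM, 4 hrs.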
Tb PFK block = inhibitors of T. brucei phosphofructokinase. Potency, µM (series often up to 57.5 µM), without a hit: at the top dose activity, negative = inhibition, hits mostly inhibitors. T. brucei PFK, ADP-Glo luminescence. hit rate 0.17% among 330,000. AID 485367;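 also: potency is read from the fitted curve at half-maximal effect; 0% = uninhibited 1x PFK enzyme wells and -100% = no-enzyme wells; nearly all actives have a fitted effect of over 60% in size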
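ADP-Glo luminescence quantified ADP after 45 min at room temperature, with 1.25 nM T. brucei PFK, 0.1 mM ATP and 0.5 mM fructose-6-phosphate in pH 8.0 TEA buffer. qHTS titrations up to 57 µM; curves classified by quality.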
Mito fusion yeast = inhibitors of mitochondrial division or activators of mitochondrial fusion. S. cerevisiae fusion-defective mutant growth rescue, CellTiterGlo 48 h. Potency, µM (doses to about 46.1 µM), for the others: top-dose growth rescue (activation), hits mostly activators. hit rate 0.23% among 320,000. AID 485298;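 also: potency is read from the fitted curve at half-maximal effect; % of control where 0% means no effect; nearly all actives have a fitted effect of over 45% in size; temperature-sensitive fusion mutants such as fzo1-1 at 37 °C on non-fermentable ethanol glycerol medium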
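Yeast fusion mutant, YPEG (non-fermentable carbon), compound, 48 h at 37C non-permissive; CellTiterGlo added, 10 min RT, luminescence read. Rescued growth = division inhibition.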
USP2a block = USP2a (human) protease inhibition; O75604; USP2 core, Ub-CHOP2 coupled fluorogenic reporter, 485/531; Potency, µM (series often up to 38.3 µM), without a hit: at the top dose activity change, negative = inhibition, hits mostly inhibitors; hit rate 0.01% among 330,000; AID 463254;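 also: potency is read from the fitted curve at half-maximal effect; plate controls were DMSO wells for no effect and full inhibition by NEM control for full effect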
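Cell-free coupled assay: 10nM USP2 core preincubated 30min RT with compound in Tris-HCl pH 8.0/CaCl2/CHAPS buffer, then 25nM Ub-CHOP2 and 25nM reporter substrate; fluorescence (Ex 485/Em 531) read after 60min RT, normalized to NEM inhibition, concentration-response curves fitted.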
PTAP TSG101 blk = blocks PTAP/TSG101 interaction to inhibit HIV-1 budding | 340,000 tested, under 10 active | Q99816 | AID 493005 | Fluorescence polarization, FITC-PTAP peptide / Tsg101 binding | Potency, µM (doses to about 115 µM), inactives show at the top dose activity change, negative = inhibition, usual class: inhibitors; active = well fitted inhibition curve with a large enough effect in the main read-out, with a control signal flat, not every such curve was filed as active; inconclusive = small, poorly fitted or top-dose-only effect, or effect the other way, or a change in a side signal; inactive = no such curve, though single readings can be large or run the other way; also: potency is read from the fitted curve at half-maximal effect; % of control where 0% means no effect
Target sequence (Q99816 whole entry, looked up): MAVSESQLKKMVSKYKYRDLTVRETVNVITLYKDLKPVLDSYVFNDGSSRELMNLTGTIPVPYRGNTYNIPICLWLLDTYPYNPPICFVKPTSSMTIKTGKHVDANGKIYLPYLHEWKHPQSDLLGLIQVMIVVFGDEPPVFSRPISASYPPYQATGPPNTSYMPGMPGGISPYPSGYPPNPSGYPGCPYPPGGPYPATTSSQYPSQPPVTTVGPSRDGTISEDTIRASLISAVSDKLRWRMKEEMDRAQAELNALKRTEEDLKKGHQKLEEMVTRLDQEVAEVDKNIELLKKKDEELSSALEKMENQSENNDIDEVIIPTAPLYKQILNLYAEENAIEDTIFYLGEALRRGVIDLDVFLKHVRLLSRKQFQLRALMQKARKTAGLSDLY
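Fluorescence anisotropy tracks displacement of a FITC-tagged PTAP peptide (50 nM) from the Tsg101 binding domain (10 uM), following a 20 min room-temperature incubation at pH 7.5.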
TSHR antagonist = blocks TSH signaling through the human TSH receptor; P16473; AID 504810; TSHR-expressing cells, TSH-stimulated cAMP HTRF, 2 h; hits give low values; activity change, negative = inhibition, % at 11.5 µM; hit rate 0.2% among 330,000;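 active = activity change below a set negative limit, meaning inhibition stronger than a set level, cut at about -70% in these data; inconclusive = activity change between two set negative limits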; also: % is scaled to controls: 0 for no effect and ±100 for the full control effect
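TSHR-expressing cells, 200/well, pre-treated with compound, then stimulated with EC80 TSH (4nM final) for 2 hours at 37 deg C. cAMP measured by competitive HTRF: anti-cAMP cryptate antibody in lysis buffer plus cAMP-d2, read after 30 minutes at room temperature.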
ELG1 repair inh = blocks ELG1-dependent DNA repair in HEK293T cells | HEK293T ELG1-luciferase reporter, luminescence, 16 h; DNA damage induced by 5-fluorouridine | Potency, µM (doses to about 46.1 µM), inactives show at the top dose activity change, negative = inhibition, hits mostly inhibitors | hit rate 2.3% among 330,000; also: potency is read from the fitted curve at half-maximal effect; % is scaled to controls: 0 for no effect and ±100 for the full control effect; nearly all actives have a fitted effect of over 55% in size
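In this reporter screen, reduction of luminescence relative to DMSO vehicle indicated activity. Compounds and 5-fluorouridine were added together to 2,000 cells per well, incubated for 16 hr at 37 °C, then developed with ONE-Glo.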
B2AR arrestin = agonists driving beta-arrestin recruitment to human beta2-adrenergic receptor. P07550. beta-arrestin recruitment to beta2AR, cell-based reporter. Potency, µM (series often up to 46.1 µM), for inactives: at the top dose activation, hits mostly activators. hit rate 0.02% among 330,000. AID 492947;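 also: potency is read from the fitted curve at half-maximal effect; 0% = DMSO controls and full agonism = EC100 isoproterenol or metaproterenol; nearly all actives have a fitted effect of over 65% in size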
Starred values were filed as active, the others as inactive; ? = inconclusive; / = no result given; [ ] = remark or other dose. Unless noted, calls follow the shape of the dose curve; as a rule, active = well fitted curve in the direction sought with a large enough effect; inconclusive = small, poorly fitted or top-dose-only effect, or another doubt; inactive = no such curve, though single readings can be large; an effect the other way counts as inactive or inconclusive.

SMILES	TCR activator	Eya2 inh	uPA surface inh	BCR signal inh	Tb PFK block	Mito fusion yeast	USP2a block	PTAP TSG101 blk	TSHR antagonist	ELG1 repair inh	B2AR arrestin
C/C(=N\Nc1ccc2nncn2n1)c1ccco1	3%	9%	1%	-1%	-7%	-4%	-4%	-2%	-1	?	-0.7%
COC(=O)Cn1cccc1C(=O)c1ccccc1	/	0%	/	-3%	-1%	-12%	0%	-3%	7	2%	-0.1%
CCCCS(=O)(=O)N1CCC(C(=O)Oc2ccc(Cl)cc2)CC1	-1%	10%	18%	0%	-3%	-5%	1%	-3%	-6	?	-0.6%
COc1cc(Cl)cc2c1Sc1ccccc1/C2=C/CCN(C)C	2%[46.1 µM]	-8%	-4%	?	1%	?	1%	-6%	-13	?	-0.8%
CN1CCN(c2nc3c(c(=O)[nH]c(=O)n3C)n2CCCSc2nnnn2-c2ccccc2)CC1	0%	0%	-5%	-13%	-2%	1%	-1%	0%	4	5%	-0.3%
Nc1nc(SCC(=O)NC2CCCc3ccccc32)n[nH]1 (configuration not stated)	1%	2%	11%	10%	1%	3%	8%	-3%	2	3%	0.3%
Cc1cc(Br)ccc1NCc1ccccn1	2%	-8%	1%	?	-13%	-5%	-7%	0%	-20	?	0.2%
COc1ccc(OC)c(S(=O)(=O)NCc2nc3nc(C)cc(C)n3n2)c1	3%	4%	-1%	-1%	0%	4%	3%	-5%	3	0%	0.0%
Cc1cc(C(=O)COC(=O)C2=NNC(=O)CC2)c(C)n1-c1cccc(C(F)(F)F)c1	1%	-27%	/	-4%	-2%	-1%	3%	-4%	-3	-15%	0.3%
Cc1nc(SCn2nnc3ccccc3c2=O)c2c(C)c(C)sc2n1	/	14%	/	0%	-1%	-2%	3%	/	-5	-2%	-0.9%
Cc1cc2nc3c(nc2cc1C)C(O)=C3O	-2%	-1%	4%	-1%	1%	-1%	5%	-2%	-9	10%	-0.8%
COc1ccc2nc(/C=N/NC(=O)CCCCCNC(=O)OC(C)(C)C)ccc2c1	1%	8%	-4%	2%	3%	11%	-1%	2%	-5	?	0.2%
O=C(Nc1ccccc1Cl)C(Cl)C(=O)c1ccccc1 (configuration not stated)	-2%	-2%	-2%	6%	3%	5%	4%	-1%	26	7%	-0.2%
Cc1ccc2c(CN3CCCCC3C)cc(=O)oc2c1C (configuration not stated)	9%	5%	1%	-3%	9%	7%	-2%	0%	21	0%	2.2%
O=C(Nc1ccc(N2CCOCC2)cc1)c1ccc(S(=O)(=O)N2CCCCC2)cc1	-3%	2%	1%	3%	1%	1%	1%	-3%	12	2%	0.4%
COc1cc(C(=O)NCc2ccc(F)cc2)cc(Cl)c1OC	-4%[46.1 µM]	-6%	5%	1%	-2%	-4%	-1%	0%	11	?	2.3%
CCCn1c(SCC(=O)c2cc(C)ccc2C)n[nH]c1=O	-7%	17%	-2%	?	0%	-3%	5%	1%	6	-5%	-0.2%
CC(C)C(c1nnnn1Cc1ccc(F)cc1)N1CCN(c2ccc(O)cc2)CC1 (configuration not stated)	-1%	-1%	-12%	3%	-29%	17%	2%	-2%	?	-23%	0.3%
CCOc1ccccc1NC(=O)CN1CCN(Cc2ccccc2)CC1	0%	13%	-13%	0%	2%	-11%	5%	0%	5	9%	0.5%
CCOC(=O)C1CCCN(C(=O)C2c3ccccc3Oc3ccccc32)C1 (configuration not stated)	-5%	0%	3%	?	-6%	9%	0%	-19%	6	2%	-0.2%
COc1cc(/C=N/NC(=O)c2ccoc2C)ccc1O	1%[46.1 µM]	3%	0%	?	0%	-6%	3%	-3%	-5	?	2.5%
CN1CCN(c2ccc(S(=O)(=O)N3CCOCC3)cc2NC(=O)Cc2ccccc2F)CC1	/	14%	-9%	1%	0%	-1%	3%	-5%	-7	7%	0.1%
COc1ccccc1OCC(=O)NC1CC(C)(C)NC(C)(C)C1	2%	3%	6%	0%	0%	0%	3%	0%	-1	-4%	-0.1%
CCOC(=O)NC(=O)CSc1nc2ccc([N+](=O)[O-])cc2[nH]1	15%	9%	-1%	11%	0%	-4%	-1%	1%	3	9%	-0.3%
O=C(O)COc1ccc(/C=N/NC(=O)C2CCCN2S(=O)(=O)c2ccc(Cl)cc2)cc1 (configuration not stated)	-8%	5%	-5%	?	7%	-4%	0%	-3%	-3	-2%	-0.8%
CCOC(=O)C1(Cc2cccc(OC)c2)CCN(Cc2ccccc2OC)CC1	-4%	-6%	-1%	1%	2%	-1%	-1%	-10%	-6	?	-0.5%
CCn1c(COC(=O)CNC(=O)c2ccccc2)nc2cc(S(=O)(=O)N(C)C)ccc21	-4%	3%	-3%	?	1%	0%	-1%	-1%	4	2%	0.0%
COc1ccc(C(=O)COc2ccc3ccc(=O)oc3c2)c(OC)c1	-5%	-9%	5%	0%	-1%	1%	0%	/	2	1%	-0.5%
CN(CCCNC(=O)c1cc2c(Cl)nc3ccccc3c2s1)Cc1ccccc1	-5%	-5%	-8%	?	-2%	-3%	-5%	-7%	11	16%	-0.3%
O=C(c1cc(COc2cccc(C(F)(F)F)c2)on1)N1C[C@H]2CC[C@H]1C2	-3%	-3%	-13%	-6%	0%	3%	-2%	-2%	-13	?	-1.5%
Cn1nc(-c2ccccc2)nc1-c1ccccc1	-3%	13%	-11%	-1%	-25%	2%	1%	-4%	-7	?	-0.1%
Cc1ccc(S(=O)(=O)N2CCN(S(=O)(=O)N(C)C)CC2)cc1	-10%	-27%	8%	2%	-7%	1%	0%	-2%	0	1%	0.3%
CCOC(=O)C(=O)c1csc(NC(=O)COc2ccc(N(C)S(=O)(=O)c3ccc(F)cc3)cc2)n1	/	1%	1%	-18%	1%	-1%	0%	-2%	26	-9%	0.0%
C/C(Cc1ccccc1)=N\NC(=O)CNC(=O)c1ccc2c(c1)OCCO2	-2%	12%	5%	2%	-6%	-1%	-2%	-3%	-7	-6%	-0.2%
COc1ccc(C(=O)NC(C)c2ccc(-n3ccnc3)cc2)c(OC)c1OC (configuration not stated)	7%	7%	0%	8%	2%	-1%	3%	0%	-5	7%	0.0%
O=C(CCn1c(=O)oc2ccccc21)NCc1ccc2c(c1)OCO2	5%	-5%	-10%	-2%	-4%	-1%	1%	0%	-1	7%	-0.2%
COc1cccc(OC)c1-c1nnc(-c2cn(C)c3ccccc23)o1	0%	4%	1%	?	2%	0%	0%	-4%	8	0%	-0.5%
COC(=O)c1ccc(CNC(=O)CSc2nc3ccccc3[nH]2)cc1	1%	4%	0%	-2%	0%	4%	1%	-1%	6	3%	-0.2%
COc1cccc(CN(C)C(=O)C(Cc2ccccc2)NC(=O)c2ccccc2)c1OC (configuration not stated)	12%	8%	4%	-26%	0%	10%	1%	-7%	-1	?	-0.3%
CCn1c(SCC(=O)c2ccc(Cl)s2)nnc1-c1cccs1	-4%	13%	0%	-2%	3%	4%	3%	-9%	9	?	0.2%
CC(CCc1ccccc1)NC(=O)CSc1nc(N)cc(N)n1 (configuration not stated)	-3%	13%	-1%	?	5%	-2%	-1%	-5%	8	0%	-0.3%
CCc1ccc(S(=O)(=O)NCCc2csc(-c3cccnc3)n2)s1	-2%	-20%	5%	3%	1%	13%	0%	0%	1	?	-0.2%
Clc1ccc(C2=Nn3c(Cn4nnc5ccccc54)nnc3SC2)cc1	1%	8%	-12%	-7%	-14%	2%	5%	-2%	-1	-8%	-0.5%
COc1ccc(S(=O)(=O)N2CCOC2CNC(=O)C(=O)NCc2cccnc2)cc1OC (configuration not stated)	0%	6%	12%	-17%	0%	-4%	4%	1%	-4	0%	-0.5%
Cc1cc(NC(=O)CSc2nnnn2-c2ccccc2C)no1	4%	3%	1%	?	2%	-7%	4%	-1%	-7	?	?
CCC1=C(OC(=O)N(CC)CC)N2C(=O)OC(=NCC3CC3)[C@]2(Cc2ccccc2)[C@H]2C1=CC[C@H]1C(=O)N(c3ccccc3)C(=O)[C@H]12	-2%	0%	-21%	?	-3%	26%	-22%	5%	-3	?	0.4%
O=C(CSC1=NCCS1)NC(c1ccccc1)c1ccccc1	10%[46.1 µM]	5%	-2%	?	?	-5%	-2%	-5%	-9	-10%	0.3%

Source: PubChem BioAssay
